pPAFAH inh: inhibitors of human plasma PAF acetylhydrolase (pPAFAH). recombinant pPAFAH, FP-rhodamine probe fluorescence polarization. inhibition, % at 3.39 µM. 330,000 compounds, 1.5% hits;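 active means inhibition above the mean inhibition across the screen plus 3 SD, cut at about 25% in these data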;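 further: inhibitors block binding of the rhodamine activity-based probe so polarization drops; 0% = enzyme with DMSO and 100% = wells lacking pPAFAH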
PAFAH2 FP inh: inhibitors of human PAFAH2 | Q99487 | recombinant PAFAH2, FP-rhodamine activity probe, fluorescence polarization | inhibition, % at 3.39 µM | 340,000 compounds, 0.99% hits;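 active means inhibition above the mean over all tested compounds plus 3 SD, cut at about 30% in these data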;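 further: inhibitors block probe labeling of enzyme so polarization drops; 0% = enzyme with DMSO and 100% = wells lacking PAFAH2 protein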
ZTA counter: blocks Epstein-Barr virus ZTA, an EBNA-1 counter-screen. P03206. ZTA-DNA binding, fluorescence polarization. inhibition, % at 11 µM. 320,000 compounds, 0.15% hits; in the data active means inhibition above about 33%
PAFAH1B3 FP inh: inhibitors of human PAFAH1B3. Q15102. recombinant PAFAH1B3, FP-rhodamine probe, fluorescence polarization. inhibition, % at 3.39 µM. 340,000 compounds, 0.28% hits. AID 492972;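 active means inhibition above the screen-wide average of all tested compounds plus 3 SD, cut at about 25% in these data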;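 further: 0% = enzyme with DMSO only and 100% = wells lacking PAFAH1B3 protein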
Target sequence (Q15102 whole entry, looked up): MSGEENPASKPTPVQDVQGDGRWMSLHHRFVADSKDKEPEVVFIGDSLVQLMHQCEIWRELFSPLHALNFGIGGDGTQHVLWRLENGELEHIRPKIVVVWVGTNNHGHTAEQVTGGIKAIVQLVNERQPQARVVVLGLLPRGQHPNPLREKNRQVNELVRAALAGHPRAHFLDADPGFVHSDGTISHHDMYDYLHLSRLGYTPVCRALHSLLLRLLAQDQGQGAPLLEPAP
PAFAH1B2 inh: blocks human PAF acetylhydrolase 1b catalytic subunit 2; recombinant PAFAH1B2, FP-rhodamine activity probe, fluorescence polarization; AID 492953; 340,000 compounds, 1.2% hits; inhibition, % at 3.39 µM;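 active means inhibition above the mean of all tested compounds plus 3 SD, cut at about 24% in these data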;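 further: 0% = enzyme with DMSO and 100% = wells lacking PAFAH1B2; many of its hits are not listed in these tables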
Target sequence (P68402 whole entry, looked up): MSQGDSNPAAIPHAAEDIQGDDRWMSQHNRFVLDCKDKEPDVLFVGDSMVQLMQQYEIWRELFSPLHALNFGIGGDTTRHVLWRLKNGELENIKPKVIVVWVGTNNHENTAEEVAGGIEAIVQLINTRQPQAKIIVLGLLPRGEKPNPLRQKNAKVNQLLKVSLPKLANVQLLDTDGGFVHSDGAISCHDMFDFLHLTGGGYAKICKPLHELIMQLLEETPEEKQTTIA
LYPLA1 inh: LYPLA1 (human) inhibition in PME1 counter-screen. O75608. inhibition, % at 5.9 µM. 320,000 compounds, 0.16% hits. AID 2174. recombinant LYPLA1, FP-Rh probe fluorescence polarization;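 active means inhibition above the mean of all tested compounds plus 3 SD, set per campaign, cut at about 14% in these data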;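 further: inhibitors block serine hydrolase probe labeling of LYPLA1 so polarization falls; 0% = enzyme with DMSO and 100% = wells lacking LYPLA1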
Target sequence (O75608 whole entry, looked up): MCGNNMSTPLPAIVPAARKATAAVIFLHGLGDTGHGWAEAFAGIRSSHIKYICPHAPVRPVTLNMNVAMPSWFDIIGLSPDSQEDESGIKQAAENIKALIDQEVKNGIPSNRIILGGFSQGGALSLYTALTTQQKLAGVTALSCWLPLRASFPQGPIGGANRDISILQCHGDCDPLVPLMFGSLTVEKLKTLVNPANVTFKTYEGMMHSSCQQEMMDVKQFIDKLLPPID
LYPLA2 counter: counter-screen for PME1 inhibitors: inhibitors of human LYPLA2 | O95372 | recombinant LYPLA2, FP-Rh probe fluorescence polarization | inhibition, % at 5.9 µM | 320,000 compounds, 0.38% hits;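 active means inhibition above the screen-wide mean plus 3 SD, limit set per campaign, cut at about 26% in these data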;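 further: 0% = LYPLA2 with DMSO and 100% = wells lacking LYPLA2 enzyme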
Target sequence (O95372 whole entry, looked up): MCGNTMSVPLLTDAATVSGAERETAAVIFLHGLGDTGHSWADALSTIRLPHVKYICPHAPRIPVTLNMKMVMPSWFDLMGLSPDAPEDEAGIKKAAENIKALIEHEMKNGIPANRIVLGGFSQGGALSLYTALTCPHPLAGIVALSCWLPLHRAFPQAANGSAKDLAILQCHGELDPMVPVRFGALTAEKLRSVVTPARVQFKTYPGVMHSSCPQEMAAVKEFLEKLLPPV
PREPL inhibitor: inhibitors of human prolyl oligopeptidase-like enzyme PREPL; Q4J6C6; recombinant PREPL, fluorescence polarization activity-based probe; inhibition, % at 5.96 µM; 320,000 compounds, 0.68% hits; in the data active means inhibition above about 43%;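 further: 0% = enzyme with DMSO and 100% = wells lacking enzyme; many of its hits are not listed in these tables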
EBNA-1 inh: blocks EBNA-1 binding to DNA. EBNA-1 DNA binding, fluorescence polarization. inhibition, % at 14.8 µM. 300,000 compounds, 0.34% hits; in the data active means inhibition above about 28%
* hit, by the source's call; / = not tested or not shown. The list is partial, so the mix of outcomes need not match the whole.

SMILES | pPAFAH inh | PAFAH2 FP inh | ZTA counter | PAFAH1B3 FP inh | PAFAH1B2 inh | LYPLA1 inh | LYPLA2 counter | PREPL inhibitor | EBNA-1 inh
COc1ccc(C)cc1Nc1nc(-c2c[nH]c3ccccc23)cs1 | 3 | -6 | -18 | 14 | -7 | -17 | -19 | 22 | -14
COc1ccc(C(=O)/C=C(\C)Nc2ccc(NC(C)=O)cc2)cc1 | 4 | 5 | -8 | 8 | 5 | -1 | 9 | 17 | -4
COc1ccc(C2=NCCn3nc4cc([N+](=O)[O-])ccc4c32)cc1 | 4 | -10 | -2 | 0 | 1 | -3 | -1 | 13 | -5
O=C(O)CCCNC(=O)c1ccccn1 | 4 | 0 | -3 | 2 | 5 | -4 | -4 | 6 | 1
Cc1ccc(-c2[nH]c(=O)n3ccncc23)s1 | 4 | -1 | 1 | 3 | 2 | -2 | 0 | 4 | 10
CN(C)c1ccnc(Oc2ccc(F)cc2)c1C#N | -4 | 2 | -20 | 9 | 6 | -1 | 6 | 1 | -5
CCC1=C2CC[C@H]3C(=O)N(C)C(=O)[C@H]3[C@H]2[C@@]2(Cc3ccccc3)C(=NCCOC)OC(=O)N2C1=O | 3 | 6 | -10 | 10 | 0 | -2 | -1 | 1 | -7
CCN1CCN(P2(=O)C=C(c3ccccc3)OC(c3ccccc3)=C2)CC1 | -5 | 2 | -7 | 5 | -3 | 7 | 7 | 18 | -5
CCCCN(C)C1CCN(C(=S)Nc2cccc(SC)c2)CC1 | 3 | -10 | 21 | 0 | 2 | -4 | 1 | -17 | 6
CC1=CC(C)(C)NC(=S)N1c1ccccc1 | 7 | -4 | 14 | 8 | -3 | -4 | -1 | 0 | 4
CCOC(=O)c1sc(NC(=O)CCCCl)nc1C | 4 | -6 | -5 | 1 | 5 | -2 | 3 | 5 | 2
O=C(Nc1cccnc1)c1ccc(NS(=O)(=O)c2cccc([N+](=O)[O-])c2)cc1 | 1 | 5 | 4 | 10 | 5 | -1 | -1 | -4 | 7

Not a retest: entries from further up.
SMILES | pPAFAH inh | PAFAH2 FP inh | ZTA counter | PAFAH1B3 FP inh | PAFAH1B2 inh | LYPLA1 inh | LYPLA2 counter | PREPL inhibitor | EBNA-1 inh
CCOC(=O)c1sc(NC(=O)CCCCl)nc1C | 4 | -6 | -5 | 1 | 5 | -2 | 3 | 5 | 2
O=C(Nc1cccnc1)c1ccc(NS(=O)(=O)c2cccc([N+](=O)[O-])c2)cc1 | 1 | 5 | 4 | 10 | 5 | -1 | -1 | -4 | 7

Further results follow.
SMILES | pPAFAH inh | PAFAH2 FP inh | ZTA counter | PAFAH1B3 FP inh | PAFAH1B2 inh | LYPLA1 inh | LYPLA2 counter | PREPL inhibitor | EBNA-1 inh
Cc1cc(C(F)(F)F)n(-c2nc(C(=O)Nc3cccnc3)cs2)n1 | 5 | 3 | -2 | 6 | 4 | -4 | 0 | -44 | -1
Cc1cc(=O)n2[nH]cnc2n1 | -1 | 6 | 3 | 4 | -4 | 1 | -5 | 9 | 7
CCc1ccc(Nc2nc(C)cc(C)n2)cc1 | 3 | -22 | 5 | 8 | 3 | 0 | 2 | -6 | -6
O=C(C1CCCN(S(=O)(=O)c2cccc3nonc23)C1)N1CCN(c2ccccc2)CC1 (configuration not stated) | 3 | 2 | -15 | 10 | -4 | 0 | -1 | 31 | -3
O=C(/C=C/c1ccccc1Cl)NCCN1CCOCC1 | -3 | -3 | -2 | -3 | 0 | 4 | 2 | 20 | 15
CCN(CC(=O)Nc1ccc(S(=O)(=O)N2CCCC2)cc1)CC(=O)Nc1cccc(OC)c1 | -5 | 1 | -11 | 6 | 1 | 1 | 8 | -7 | -6
CCS(=O)(=O)N1CCC(N2CCC(C)CC2)CC1 | -1 | 2 | -19 | 3 | 1 | -3 | 3 | 13 | -2
CCOC(=O)C(=CNc1ccc(NC2=NCC(C)S2)cc1)C(=O)OCC (configuration not stated) | 7 | 5 | 16 | 0 | 2 | 1 | -1 | 17 | 6
Cc1cc(C)c(S(=O)(=O)N(C)CC(=O)NCc2ccncc2)c(C)c1 | 2 | 6 | 11 | 7 | 2 | 1 | 4 | -3 | 9
O=C(Cc1ccc([N+](=O)[O-])cc1)NCC1CCCO1 (configuration not stated) | 4 | -2 | -1 | 9 | 2 | -2 | -4 | 7 | -6
O=[N+]([O-])c1ccc(N2CCN(CC(O)COc3ccccc3)CC2)cc1 (configuration not stated) | 1 | 5 | 8 | -1 | 3 | 4 | 30* | 20 | -3
COc1ccccc1CC(=O)NNC(=O)c1ccco1 | 0 | -1 | 4 | 5 | 3 | 1 | 3 | -9 | -12
O=C(NNC(=O)c1ccccc1-n1cccc1)c1cccc(Cl)c1 | 1 | -4 | 3 | -1 | 2 | 1 | -3 | 4 | 7
CCS(=O)(=O)N1Cc2ccccc2CC1C(=O)Nc1ccc(NC(C)=O)cc1 (configuration not stated) | 0 | -9 | 4 | 5 | -3 | -3 | -5 | 5 | 6
Cc1c(C(=O)NCc2ccccn2)oc2c(Cl)cccc12 | 2 | 13 | -1 | 12 | 0 | -3 | 2 | -1 | /
COc1ccc(NC(=O)C2CCCN(S(=O)(=O)c3c(C)n[nH]c3C)C2)cc1OC (configuration not stated) | 3 | 3 | -6 | -6 | 3 | 2 | 6 | 11 | -14
O=C(NCc1cccnc1)C1CCCCN1S(=O)(=O)c1ccc(F)cc1 (configuration not stated) | 1 | 1 | 7 | 6 | -4 | 0 | -2 | 4 | -3
CC(C)c1ccc(NC(=O)CCS(=O)(=O)c2cccc3nonc23)cc1 | 8 | 2 | -10 | 5 | 7 | 5 | 6 | 2 | -6
CCCCCCCC[n+]1c(C)n(-c2ccccc2)c2ccc(NC(C)=O)cc21 | -3 | 1 | -1 | 5 | 2 | 4 | 6 | 14 | 7
O=C1[C@H]2[C@@H](c3ccc(Cl)cc3)N3C(=O)N(c4cccc(F)c4)C(=O)[C@@]3(Cc3ccc(Cl)cc3)[C@H]2C(=O)N1C1CCCCC1 | 4 | -13 | -26 | -8 | -5 | -1 | 1 | 19 | 8
O=C(CSc1nnc(COc2cccc3cccnc23)o1)c1ccc(F)cc1 | 3 | 1 | -3 | -1 | -1 | 1 | 11 | -13 | 14
CN(Cc1ccccc1)S(=O)(=O)c1ccc(NS(C)(=O)=O)cc1 | 3 | -5 | -1 | 3 | 4 | 3 | 9 | -13 | -8
COc1ccc(C(C)NC(=O)c2ccccc2Br)cc1OC (configuration not stated) | 3 | -2 | -3 | 2 | 1 | 2 | -3 | 2 | -4
O=[N+]([O-])c1cccc(CSc2ncnc3ccccc23)c1 | 13 | 1 | 5 | 9 | 3 | 0 | 19 | 15 | 2
N#Cc1ccc(NC(=O)c2cc(-c3cccs3)on2)cc1 | 2 | -13 | -8 | -5 | -5 | 4 | 4 | -7 | 2
O=S1(=O)CCC(SCc2nc3sccn3c2Br)C1 (configuration not stated) | 2 | -5 | 16 | 3 | 5 | -1 | 1 | 6 | 8
COc1ccc(C(C)=O)cc1COC(=O)CCC(=O)c1cccs1 | 0 | -3 | / | 5 | 6 | / | / | 19 | /
CCOc1ccc2[nH]c(=O)c(=O)[nH]c2c1 | -2 | -4 | -1 | 5 | 5 | -1 | 3 | 12 | 1
CC(C)=CCC/C(C)=C/CNC(=O)C[C@H]1C[C@H](C(=O)N(C(C)C)C(C)C)[C@@]2(C)c3[nH]c4ccc(Cl)cc4c3CCN2C1=O | 2 | -4 | / | 7 | 3 | / | / | / | /
CCC(Cc1ccccc1)NS(=O)(=O)c1csc(C(N)=O)c1 (configuration not stated) | -5 | 4 | -22 | 2 | 7 | -4 | -6 | 17 | -16
Oc1ccc(Cl)cc1/C=N/c1nc2ccccc2[nH]1 | 4 | -5 | -5 | 4 | 5 | 1 | 3 | 12 | 4
Cc1cc(C)n(-c2nc(NCCN(C)C)c3c4c(sc3n2)CCCC4)n1 | 8 | 0 | 5 | 2 | -3 | -3 | -3 | 17 | -8
O=C1C=C(c2cc3ccccc3s2)CCC1 | -1 | -2 | -3 | 9 | -4 | 0 | 6 | -46 | 11
COC(=O)CCSCC(=O)Nc1ccc(S(=O)(=O)N2CCOCC2)cc1OC | 4 | 6 | -1 | 4 | 4 | -1 | 4 | -1 | -4
CC1=[N+]([O-])C(C)(C)C(C)N(O)C1=O (configuration not stated) | 3 | 7 | 4 | 2 | 1 | 1 | 2 | -11 | -3
CCOC(=O)C1CCN(C(=O)c2ccc(SC)cc2OC)CC1 | -1 | -6 | -13 | 7 | 4 | 0 | 6 | 5 | 0
COc1cc(C(C)=O)ccc1OCC(=O)OCCCOC(=O)COc1ccc(C(C)=O)cc1OC | 5 | 7 | -19 | -6 | -3 | 3 | 2 | 6 | -8
O=[N+]([O-])c1cccc(/C=N/N2CCN(c3ccccn3)CC2)c1 | -1 | 5 | -4 | -1 | -1 | -2 | 1 | 8 | 8
N#CC1(NC(=O)COC(=O)CNC(=O)c2sc3ccccc3c2Cl)CCCCC1 | 6 | -4 | 4 | -4 | -3 | 2 | -5 | 22 | /
CSc1ccccc1N=CC1=C(O)CC(C)(C)CC1=O | -1 | 11 | -2 | 14 | 1 | -1 | -1 | 1 | 5
Cc1csc(NC(=O)CSc2nnc3c4ccccc4nc(C(C)(C)C)n23)n1 | -6 | -2 | 7 | 16 | 2 | 4 | 3 | 12 | -7
CC(C)(O)C#Cc1ccc(CN2CCN(CCc3ccccc3)C(CCO)C2)s1 (configuration not stated) | 5 | 1 | -7 | 8 | -3 | -1 | 0 | 9 | 13
Cc1ccc(-c2c[n+](CC(=O)Nc3nc(-c4ccccc4)cs3)c3n2CCC3)cc1 | 0 | 3 | 6 | 7 | 5 | 0 | -1 | -35 | -6
CCOc1ccc(S(=O)(=O)NCC2CCCO2)cc1 (configuration not stated) | -2 | 1 | -20 | 0 | 3 | 0 | 5 | 13 | -2
Cc1ccc2cccc(NC(=S)NC(=O)c3ccn(C)n3)c2n1 | 1 | 6 | 2 | 4 | 5 | -3 | -3 | -1 | 6
CCc1ccc(C(=O)NC(C(=O)O)C(C)C)cc1 (configuration not stated) | -9 | 2 | -6 | 10 | 7 | -4 | -12 | 16 | -14
CCN(CC)C(=O)c1sc2nc(N3CCOCC3)c3c(c2c1N)CCCC3 | 11 | -6 | 11 | 12 | 2 | -3 | -4 | 4 | 0
Cc1cc2c(cc1S(=O)(=O)NCc1ccccc1Cl)OCCN2C | -1 | 2 | 10 | -1 | -2 | -1 | 2 | 6 | 4

A few values from the list.
LYPLA1 inh result of N#CC1(NC(=O)COC(=O)CNC(=O)c2sc3ccccc3c2Cl)CCCCC1 reads 2
PREPL inhibitor result of O=[N+]([O-])c1cccc(/C=N/N2CCN(c3ccccn3)CC2)c1 reads 8

Other records:
SMILES | pPAFAH inh | PAFAH2 FP inh | ZTA counter | PAFAH1B3 FP inh | PAFAH1B2 inh | LYPLA1 inh | LYPLA2 counter | PREPL inhibitor | EBNA-1 inh
CCCCCCCNC(=O)C1(CC2CC(c3ccc(Cl)cc3)=NO2)CCN(C(=O)OC(C)(C)C)CC1 (configuration not stated) | 6 | -4 | -2 | 6 | 5 | -2 | -5 | 13 | -10
CC(=O)NCC(=O)NC(Cc1ccccc1)C(N)=O (configuration not stated) | 10 | -1 | -18 | 0 | -1 | 3 | 4 | -4 | -2
CCOP(=O)(OCC)C(NC(=O)Nc1cccc(Cl)c1)c1ccccc1 (configuration not stated) | 0 | -4 | 5 | 2 | -3 | 0 | -4 | 8 | -1
Cc1ccc(-n2c(SCC(=O)NCC3CCCO3)nc3ccccc3c2=O)cc1C (configuration not stated) | 5 | -2 | 10 | 1 | 1 | -2 | -4 | 0 | 11
CCCC(=O)Nc1ccccc1NC(=O)CN(C)S(=O)(=O)c1ccc(C)cc1 | -3 | 10 | -4 | -6 | 6 | -2 | 2 | 16 | -21

Screening data: PubChem BioAssay, The Scripps Research Institute Molecular Screening Center
